High-throughput results deposited in PubChem by Sanford-Burnham Center for Chemical Genomics.
TAG inh: triacylglycerol accumulation inhibition | H9c2 cells, Nile Red lipid (TAG) fluorescence; cells loaded with 200 µM oleic acid | inhibition, % at 12.5 µM | 0.66% of 230,000 active | AID 651582;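 active = pattern-corrected inhibition of lipid staining of at least 50% with the nuclear-stain viability signal not falling by more than 50%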;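 note: 0% = DMSO wells and 100% = triacsin C control wells; some results filed as inactive read as strong as hits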
TAG inh DAPI viability: further read-out of TAG inh, marked with its call; DAPI nuclei signal change (viability), lower = more cytotoxic, %;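 whole-well DAPI fluorescence read on a plate reader as a viability signal; minus 50 percent equals half of cells still viable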
Starred values were filed as active, the others as inactive. The list is partial; rates above refer to the full screens.

Preview (seven entries):
SMILES	TAG inh	TAG inh DAPI viability
CC1CC(C)CN(c2cc(N(C)CCO)c([N+](=O)[O-])c3nonc23)C1 (stereo not drawn)	2	5
Cc1nc([N+](=O)[O-])cn1CCC#N	-3	2
COc1ccc(NC(=O)N(CCC(C)C)C(C)c2ccccn2)c(OC)c1 (stereo not drawn)	-24	2
CCOC(=O)c1sc(N2C(=O)C(O)=C(C(=O)c3ccco3)C2c2cccc([N+](=O)[O-])c2)nc1C (stereo not drawn)	6	5
COCC(C)NC(=O)Cc1ccc(Cl)cc1 (stereo not drawn)	-16	8
Cc1onc(-c2ccccc2Cl)c1C(=O)NCCN1CCOCC1	4	-12
CCOC(=O)C1=C(C)N=C2SC(C)C(=O)N2C1c1ccc(C(=O)OC)cc1 (stereo not drawn)	-1	6

Results, repeating the preview:
SMILES	TAG inh	TAG inh DAPI viability
CC1CC(C)CN(c2cc(N(C)CCO)c([N+](=O)[O-])c3nonc23)C1 (stereo not drawn)	2	5
Cc1nc([N+](=O)[O-])cn1CCC#N	-3	2
COc1ccc(NC(=O)N(CCC(C)C)C(C)c2ccccn2)c(OC)c1 (stereo not drawn)	-24	2
CCOC(=O)c1sc(N2C(=O)C(O)=C(C(=O)c3ccco3)C2c2cccc([N+](=O)[O-])c2)nc1C (stereo not drawn)	6	5
COCC(C)NC(=O)Cc1ccc(Cl)cc1 (stereo not drawn)	-16	8
Cc1onc(-c2ccccc2Cl)c1C(=O)NCCN1CCOCC1	4	-12
CCOC(=O)C1=C(C)N=C2SC(C)C(=O)N2C1c1ccc(C(=O)OC)cc1 (stereo not drawn)	-1	6
OCCC1CN(Cc2cccn2-c2ncccn2)CCN1Cc1ccccc1 (stereo not drawn)	0	9
CC(=O)N(CC(=O)Nc1nn(-c2ccccc2)nc1C(N)=O)Cc1ccccc1	14	-17
CCOc1cc(C2C3=C(CCCC3=O)OC3=C2C(=O)CCC3)cc([N+](=O)[O-])c1O	31	-3
COc1ccc(/C=C2/SC(c3ccc(C)cc3)=NC2=O)cc1OC	-27	3
c1cnc(-c2noc(CN3CCN(C4CCCC4)CC3)n2)cn1	11	-7
CC(Cl)C(=O)Nc1cc(C(C)(C)C)nn1-c1ccccc1 (stereo not drawn)	-6	-6
COc1cccc(C(=O)NC2CCN(CC(=O)Nc3nccs3)CC2)c1	2	-7
Clc1ccc(CNc2ccc(CNc3ncn[nH]3)cc2)c(Cl)c1	-15	0
O=C(c1ccccc1)c1ccccc1N1C(=O)C=CC1=O	3	4
Nc1nc(CSc2ccccn2)nc(Nc2ccccc2)n1	-3	12
Cc1ccc(C(=O)NCC(=O)OC2CCCCC2=O)cc1C (stereo not drawn)	-1	1
O=C(NN=C1CCN(Cc2ccccc2)CC1)c1ccccc1O	9	-5
O=c1[nH]cnc(O)c1Nc1cccc(Cl)c1	-3	-3
CC/C(=N\NC(=O)C1CCCC1)c1cccc(Br)c1	6	-1
Cc1cccc(NC(=O)CNC(=O)Cn2ncc(Cl)c(Cl)c2=O)c1C	32	-8
COc1cc(SC)ccc1C(=O)Nc1nccs1	10	-7
CCc1ccc(CN2CCC(Oc3cc(C(=O)NC4CC4)ccc3OC)CC2)cc1	6	3
Cc1cnc(CNC(=O)CC2C(=O)NCCN2Cc2ccccc2F)cn1 (stereo not drawn)	-3	1
Next part
SMILES	TAG inh	TAG inh DAPI viability
CCN1CCN(C(=O)c2c(-c3c(F)cccc3Cl)noc2C)CC1	15	0
CC(=O)C[C@@H](O)CC(=O)[C@H]1OC(=O)[C@@H](C)C/C=C\Cc2ccccc21	-3	2
c1coc(Cn2c(SCc3nc4ccccc4[nH]3)nnc2-c2cnccn2)c1	0	-1
COc1ccccc1C(=O)Nc1ccc(OCC(=O)N2CC(C)CC(C)C2)cc1 (stereo not drawn)	9	3
Cc1ccc(O)c(C(=O)C=Cc2ccccc2)c1	-8	2
O=C(Cc1ccc(S(=O)(=O)N2CCOCC2)s1)Nc1cc(Cl)ccc1Cl	1	0
O=S(=O)(c1ccc(Cl)nc1)N1CCCC1	-5	-4
C=CCNC(=O)O/N=C/c1csc([N+](=O)[O-])c1	-11	0
CCOC(=O)[C@H]1[C@H]2COc3ccc(Cl)cc3[C@@H]2N2C(=O)[C@H](C)NC(=O)[C@@]12C	12	-10
CN(C)c1ccc(-c2ccnc3c2CC(C)(C(=O)NCc2ccccc2)O3)cc1 (stereo not drawn)	28	-25
Cc1ccc2oc3nc(C)c(C(=O)O)cc3c(=O)c2c1	-5	-6
O=C(Nc1ccc2c(c1)OCCO2)C(=S)NCc1ccccc1	-9	2
CN(Cc1cccnc1)C(=O)c1cc(COc2ccc3c(c2)CCCC3)on1	5	-5
CCc1ccccc1NC(=O)CSc1nc2ccccc2nc1N1CCOCC1	-7	0
COC(=O)c1ccc2[nH]ccc2c1	2	-4
CNC(=O)c1sc(-c2cccs2)nc1C	-4	10
CCOC(=O)N/N=C/C(Cl)=C/c1ccccc1	-6	-2
Oc1ccc(Cl)cc1CNc1cccc2cccnc12	21	-16
CCCNC(=O)c1ccc(OC)cc1OC	-18	20
Cc1oc(-c2ccccc2Cl)nc1Cn1cccc1C1=NC(c2ccccc2)CO1 (stereo not drawn)	-5	-2
COC(=O)CC(=O)N1CCN(c2ccc(Cl)c(Cl)c2)CC1	4	-2
O=C(Nc1nccs1)c1cn2ccccc2n1	-10	4
COc1ccc([C@H]2CC(=O)C=C(c3cc(C=O)ccc3OC)C2)cc1OC	-12	-8
C/C(=N\N=C1\NC(=O)CS1)c1cccs1	-22	7
O=C(COC(=O)CCC1CCCC1)Nc1cccc(S(=O)(=O)N2CCOCC2)c1	-12	-5

Record cards (already shown). Values in the order: TAG inh	TAG inh DAPI viability
C/C(=N\N=C1\NC(=O)CS1)c1cccs1 is listed with -22	7
Cc1onc(-c2ccccc2Cl)c1C(=O)NCCN1CCOCC1 is listed with 4	-12
CN(Cc1cccnc1)C(=O)c1cc(COc2ccc3c(c2)CCCC3)on1 is listed with 5	-5
CC/C(=N\NC(=O)C1CCCC1)c1cccc(Br)c1 is listed with 6	-1

Continuation:
SMILES	TAG inh	TAG inh DAPI viability
CC(=O)N1CCCC(c2cc(C(=O)Nc3ccccc3)no2)C1 (stereo not drawn)	-4	22
CCOC(=O)CC1C(=O)NCCN1S(=O)(=O)c1ccc(C)cc1 (stereo not drawn)	3	1
CCOC(=O)c1ccc(N2C(=O)CC(C3CCCO3)C2=O)cc1 (stereo not drawn)	-4	5
O=C(N/N=C/c1cccc([N+](=O)[O-])c1)c1cccc2cc[nH]c12	4	-11
COC(=O)C1=C(N)Oc2cc(C)n(CC3CCCO3)c(=O)c2C1c1ccccc1 (stereo not drawn)	4	-3
CS(=O)(=O)c1ccc(C(=O)N2CCN(Cc3ccccc3)CC2)cc1	10	3
C[C@@H](CN1CCC(Cc2ccccc2)CC1)[C@@H](O)c1ccc(O)cc1	10	-6
O=C(NCCCN1CCCC1=O)c1cc2c(s1)CCCCC2	6	-6
CCOC(=O)N1CCN(C(=O)c2cc(COc3cccc(C(C)=O)c3)on2)CC1	6	2
FC(F)(F)c1cccc(NC(=S)NCC(c2cccnc2)N2CCOCC2)c1 (stereo not drawn)	-5	2
O=C(CC(c1ccccc1)c1ccccc1)N1CCN(c2ccccn2)CC1	-3	-1
O=C(Nc1ccc(Cl)c(S(=O)(=O)N2CCOCC2)c1)c1n[nH]c(=O)c2ccccc12	9	5
COc1ccc(-c2ncncc2-c2ccc(Cl)cc2)c(O)c1	10	-10
O=C(CC1C(=O)NCCN1CC1CCCCC1)NCc1ccc(Cl)cc1 (stereo not drawn)	-2	-4
CC(C)CC(=O)N1CCN(S(=O)(=O)c2ccccc2)CC1	6	-7
CCOC(=O)Cc1c(C)nc2c(-c3ccc(Cl)cc3)c[nH]n2c1=O	-3	-1
COC(=O)[C@@]12CCCCN1[C@H](c1ccc(-c3cccc(Cl)c3)cc1)[C@@H]1C(=O)N(C)C(=O)[C@@H]12	-118	7
Cc1onc(-c2c(F)cccc2Cl)c1C(=O)N1CCN(c2ncc(Br)cn2)CC1	-4	1
O=C(O)C1CCC(=O)N1C1CCCC1 (stereo not drawn)	-13	-2
O=C1CN(C(=O)c2ccc(Br)o2)C(c2ccccc2)c2cc(F)ccc2N1 (stereo not drawn)	-4	-18
COc1ccc(Cl)cc1C(=O)NNC(=O)c1nc2nc(C)cc(C)n2n1	8	-9
COCCOC(=O)C1=C(C)Nc2ncnn2C1c1ccc(F)cc1 (stereo not drawn)	7	-11
Cc1ccc2oc3c(c(=O)c2c1)C(c1cccs1)N(CCCN(C)C)C3=O (stereo not drawn)	8	-9
NC(=O)NC(=O)CC1S/C(=N/N=C/c2ccccc2)NC1=O (stereo not drawn)	-2	9
COc1ccc(OC)c(NC(=O)CSc2ncccn2)c1	-13	16

Another view of 3 compounds above.
Structure | TAG inh | TAG inh DAPI viability
CC(C)CC(=O)N1CCN(S(=O)(=O)c2ccccc2)CC1 | 6 | -7
CCOC(=O)Cc1c(C)nc2c(-c3ccc(Cl)cc3)c[nH]n2c1=O | -3 | -1
COC(=O)[C@@]12CCCCN1[C@H](c1ccc(-c3cccc(Cl)c3)cc1)[C@@H]1C(=O)N(C)C(=O)[C@@H]12 | -118 | 7

Next structures follow.
SMILES	TAG inh	TAG inh DAPI viability
CCOc1ccc(NC(=O)CN(C)C(=O)c2cc(C)oc2C)cc1OCC	-7	5
CN(Cc1ccccc1)C(=O)c1ccc(NC(=O)Cc2cccc(NC(=O)C3CCN(C(=O)C4CCCC4)CC3)c2)cc1	39	3
Cc1ccc(OCCCC(=O)Nc2ccc(Br)cc2)cc1	0	11
Cc1nc(-c2cccc(NC(=O)c3ccc(Cl)c(S(=O)(=O)N4CCCC4)c3)c2)cs1	-6	6
CCOc1cc(C(=O)OCC(=O)Nc2ccc(F)cc2Cl)ccc1OCC(=O)N1CCOCC1	6	-12
CC(C)C(c1nnnn1C1CCCCC1)N1CCCc2ccccc21 (stereo not drawn)	8	-5
CN1CCN(S(=O)(=O)c2ccc(N(C)Cc3c(F)cccc3Cl)nc2)CC1	-3	13
COc1ccccc1CNC(=O)CN(CCc1ccccc1)S(C)(=O)=O	16	-5
CC(C)N(C(=O)COc1ccc(Br)cc1Cl)C(C)C	-33	9
CS(=O)(=O)N(CC(=O)Nc1cccc(F)c1)c1cccc([N+](=O)[O-])c1	-6	9
c1ccc(Cn2ccc(-c3cnc(-c4ccccc4)s3)n2)cc1	-61	23
O=C(CNc1ccccc1C(=O)O)c1ccccc1	-2	-10
CCOc1cccc2c1OC1(C)CC2NC(=O)N1Cc1ccccc1 (stereo not drawn)	-3	2
COc1cccc(NC(=O)C2(C)CCN2C(=O)CCc2ccc(Cl)cc2Cl)c1 (stereo not drawn)	-1	-2
Cc1ccc(C(=O)NCC(=O)Nc2ccc3c(c2)OCCO3)cc1	3	-4
O=C(Nc1nc(-c2ccc(-c3ccccc3)cc2)cs1)c1cc([N+](=O)[O-])ccc1N1CCOCC1	-38	5
CCCCC(=O)NC(N1CCCCC1)C(Cl)(Cl)Cl (stereo not drawn)	0	-1
O=C1CCCCCC1C1(O)C(=O)Nc2ccccc21 (stereo not drawn)	0	-9
Cc1ccc(C2=NN3C(C2)c2ccccc2OC32C(=O)Nc3ccccc32)cc1 (stereo not drawn)	-15	9
CC1(C)CC(=O)C2=C(C1)N(c1ccccc1)C(N)=C(C#N)C2c1cccnc1 (stereo not drawn)	-8	-2
CCc1nnc(NC(=O)c2cccc(S(=O)(=O)N(C)c3ccc(OC)cc3)c2)s1	4	3
